Source: PubChem (Sanford-Burnham Center for Chemical Genomics)
SENP7 block: SENP7 protease inhibition. inhibition, % at 5 µM. recombinant SENP7, Z-RLRGG-aminoluciferin luminescence, 40 min. AID 434973. 330,000 compounds, 1.5% hits;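 active = inhibition above about 50% at the single test dose, limit read from the data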;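 also: plate controls were DMSO with enzyme for no effect and no enzyme buffer wells for full effect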
Apaf1 inhib: blocks human Apaf-1 apoptosome activity; AID 489030; inhibition, % at 20 µM; O14727; 330,000 compounds, 0.71% hits; reconstituted apoptosome caspase-3 activity, DEVD-Rh110 fluorescence; active = inhibition of at least 40% at 20 µM;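 also: plate controls were DMSO wells for no effect and DEVD-CHO caspase inhibitor wells for full effect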
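Material: cell-free apoptosome with Apaf-1, procaspase-3 and caspase-9; Buffer or medium: Hepes pH 7.5 with detergent and BSA; Reagent: cytochrome c trigger plus (Z-DEVD)2-Rh110 caspase-3 substrate; Times: compound with Apaf-1, dATP, procaspase-3 30 min, then 50 min reaction, room temperature; Technique: Rh110 fluorescence intensity.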
SENP1 inh: inhibitors of human SENP1 SUMO protease catalytic domain. Q9P0U3. recombinant SENP1 catalytic domain, CyPet-SUMO1-YPet FRET cleavage. inhibition, % at 10 µM. 360,000 compounds, 0.21% hits. AID 624204;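 active = inhibition at least 30% at 10 µM, raw YFP signal under a set limit, fluorescence ratio 0.5 to 1.5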;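 also: 0% = enzyme with DMSO and 100% = no enzyme wells; some results filed as inactive read as strong as hits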
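Material: hSENP1 catalytic domain, recombinant; medium: Tris pH 8 with BME, BSA, NP40 and catalase; compound: single concentration of 10 µM compound, 0.5% DMSO final; technique: FRET read of cyan and yellow fluorescence; timing: 50 min enzyme reaction, room temperature, light-protected; reagent: SFCypet-SUMO1-SFYpet substrate at 25 nM; control set: no-enzyme low, enzyme-DMSO high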
HKDC1 inh: HKDC1 (human) hexokinase inhibition. Q2TB90. recombinant HKDC1, G6PDH/diaphorase resazurin coupled fluorescence. inhibition, % at 20 µM. 340,000 compounds, 0.16% hits. AID 493160;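 active = inhibition above about 35% when tested at 20 µM, limit read from the data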;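 also: plate controls were DMSO wells with enzyme for no effect and DMSO wells lacking enzyme for full effect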
Target sequence (Q2TB90 whole entry, looked up): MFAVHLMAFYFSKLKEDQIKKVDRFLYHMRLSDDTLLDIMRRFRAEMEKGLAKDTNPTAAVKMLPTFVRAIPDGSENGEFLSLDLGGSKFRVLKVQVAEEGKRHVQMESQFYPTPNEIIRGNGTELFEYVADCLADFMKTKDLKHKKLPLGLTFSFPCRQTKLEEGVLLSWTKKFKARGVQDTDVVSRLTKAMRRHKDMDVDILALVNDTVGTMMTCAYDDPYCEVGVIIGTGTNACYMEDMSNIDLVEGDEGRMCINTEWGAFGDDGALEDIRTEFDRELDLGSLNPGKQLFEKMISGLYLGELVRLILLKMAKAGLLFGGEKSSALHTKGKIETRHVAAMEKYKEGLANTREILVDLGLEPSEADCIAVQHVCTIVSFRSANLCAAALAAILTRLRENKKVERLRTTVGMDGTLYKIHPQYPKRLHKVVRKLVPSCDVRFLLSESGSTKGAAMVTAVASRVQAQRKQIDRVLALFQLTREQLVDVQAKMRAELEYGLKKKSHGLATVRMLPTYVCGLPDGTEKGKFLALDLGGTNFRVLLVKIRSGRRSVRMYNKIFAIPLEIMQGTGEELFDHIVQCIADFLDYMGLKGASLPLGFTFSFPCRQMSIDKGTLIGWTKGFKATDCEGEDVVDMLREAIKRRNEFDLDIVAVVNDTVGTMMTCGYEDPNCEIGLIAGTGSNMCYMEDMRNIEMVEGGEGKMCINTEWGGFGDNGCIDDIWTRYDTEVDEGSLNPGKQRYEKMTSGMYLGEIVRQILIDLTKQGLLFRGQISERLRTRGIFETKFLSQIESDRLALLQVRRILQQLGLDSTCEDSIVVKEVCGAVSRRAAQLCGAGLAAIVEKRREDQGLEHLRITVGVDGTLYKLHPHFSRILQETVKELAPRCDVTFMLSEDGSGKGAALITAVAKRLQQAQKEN
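test system = in-house recombinant HK5 (HKDC1) enzyme | amount = HKDC1 at 5 µg/mL | control set = DMSO-enzyme wells negative, buffer-substituted wells positive | compound = one dose of 20 µM, 1% DMSO | schedule = reaction time 90 min, room temperature, protected from light | technique = resorufin fluorescence at 613 nm | reagent = glucose with 1 mM ATP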
PfG6PD inh: PfG6PD (Plasmodium falciparum) enzyme inhibition. inhibition, % at 20 µM. 350,000 compounds, 0.78% hits. PfGluPho enzyme, NADPH resazurin-diaphorase fluorescence;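 active = inhibition reaching at least a set limit at 20 µM in the primary screen, cut at about 59% in these data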;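 also: 0% = DMSO wells with substrate and 100% = DMSO wells lacking glucose-6-phosphate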
SENP8 block-1: blocks the human protease SENP8; Q96LD8; purified SENP8, Z-RLRGG-aminoluciferin cleavage, luminescence; inhibition, % at 10 µM; 330,000 compounds, 1.2% hits; AID 2540; in the data active = inhibition above about 50%
Target sequence (Q96LD8 whole entry, looked up): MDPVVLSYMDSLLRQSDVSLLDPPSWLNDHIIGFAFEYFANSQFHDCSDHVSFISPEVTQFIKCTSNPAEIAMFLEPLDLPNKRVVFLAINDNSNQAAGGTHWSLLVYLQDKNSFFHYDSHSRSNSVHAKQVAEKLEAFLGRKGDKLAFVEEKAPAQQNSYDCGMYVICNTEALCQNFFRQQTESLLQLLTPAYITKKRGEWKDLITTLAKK
SENP6 block: inhibitors of human SENP6 protease; Q9GZR1; 330,000 compounds, 1.8% hits; inhibition, % at 10 µM; AID 2599; Recombinant SENP6 catalytic domain, aminoluciferin luminescence;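 active = inhibition above about 50% at the single tested dose, limit read from the data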;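 also: plate controls were DMSO wells with enzyme for no effect and DMSO wells lacking enzyme for full effect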
SENP8 block-2: inhibitors of human SENP8 protease; Q96LD8; recombinant SENP8, Nedd8 substrate fluorescence; inhibition, % at 20 µM; 360,000 compounds, 0.64% hits; AID 602440; in the data active = inhibition mostly above about 40%, no sharp cut-off; inactive = mostly below about 27%
An asterisk follows results filed as active; nt = no result given.

1	c1ccc2nc3[nH]cnc3nc2c1
2	CCOC(=O)N1CCN(C(=O)COC(=O)CSc2cc(C)c(Br)cc2C)CC1
3	COC(=O)C1C(=O)c2c([nH]c(C(=O)OC3CCCC3C)c2C)CC1C (stereo not drawn)
4	COC(=O)C1=C(C(=O)OC)[C@@H]2N(C)c3ccc(OC)cc3[C@@]23C[C@@H](C(=O)OC)N(C(=O)NCCBr)C3=N1
5	CC(=O)Nc1cc(C(N)=O)c(Cl)cc1Cl
6	CCOc1ccc(N2C(=O)/C(=C\c3ccc(O)c(OC)c3)S(=O)(=O)C2c2cccc([N+](=O)[O-])c2)cc1 (stereo not drawn)

Screen / compound no.,1,2,3,4,5,6
SENP7 block,-4.5,1.3,-8.2,-14.3,4.9,9.7
Apaf1 inhib,-21.1,19.1,20.1,-2.0,-4.1,10.3
SENP1 inh,-3.1,2.1,1.4,nt,-1.0,-71.0
HKDC1 inh,-6.7,-2.4,2.8,-1.6,-5.9,5.9
PfG6PD inh,30.0,2.2,16.8,10.0,6.4,9.3
SENP8 block-1,3.0,2.8,-7.4,8.9,-2.4,5.2
SENP6 block,-6.5,3.9,5.7,-8.5,-1.1,10.3
SENP8 block-2,-299.2,-5.8,13.5,nt,17.9,10.7

7	COc1ccccc1-n1c(-c2ccc(Cl)cc2)c[nH]c1=S
8	CC(=O)N1c2ccc(F)c(F)c2C[C@H]1C
9	O=[N+]([O-])c1cccc(-c2cc3ccccc3[nH]2)c1
10	Cc1ccc(S(=O)(=O)CC(=O)Nc2ncc([N+](=O)[O-])s2)cc1
11	CNC(=O)Nc1ccccc1C(=O)Nc1ccccc1
12	C/C(=N\NC(=O)c1csc2ccccc12)c1ccc(O)cc1

Screen / compound no.,7,8,9,10,11,12
SENP7 block,-9.1,10.4,41.1,12.7,5.8,6.9
Apaf1 inhib,0.5,-3.0,-10.6,4.3,-0.5,7.6
SENP1 inh,2.0,1.3,0.7,-15.0,1.2,-1.4
HKDC1 inh,-8.2,-6.0,-2.4,3.5,-7.3,-1.6
PfG6PD inh,50.5,-10.6,32.0,-24.6,-1.2,12.5
SENP8 block-1,1.4,-2.9,38.9,-0.2,-7.2,1.7
SENP6 block,-1.7,-5.8,45.7,6.5,-12.7,2.4
SENP8 block-2,-60.1,5.3,12.7,7.5,-0.5,4.5

13	O=C(Nc1ccccc1)C1=C[C@@H](C2CC2)C[C@@H](OCc2ccc(CO)cc2)O1
14	CC(=O)Nc1ccc(NC(=O)C(Cc2ccccc2)NC(=O)C2CCC(C)CC2)cc1 (stereo not drawn)
15	O=C(Nc1nc(-c2ccccc2)cs1)C1c2ccccc2Oc2ccccc21
16	CN(C)CCCn1c(N)c(S(=O)(=O)c2ccccc2)c2nc3ccccc3nc21
17	COC(=O)N1C(=O)[C@@](Cc2ccccc2)(c2ccccc2)N1C(=O)OC
18	CC1(c2ccc3c(c2)OCCCO3)NC(=O)N(CC(=O)Nc2cccc(C#N)c2)C1=O (stereo not drawn)

Screen / compound no.,13,14,15,16,17,18
SENP7 block,-11.8,-3.5,-8.8,1.0,2.1,3.9
Apaf1 inhib,8.1,-1.1,11.3,-12.5,8.3,8.5
SENP1 inh,3.5,5.2,0.2,-32.1,0.5,-1.3
HKDC1 inh,-2.7,-11.3,-0.9,-3.6,-2.3,-4.5
PfG6PD inh,17.3,-2.9,-16.6,-0.4,7.9,7.4
SENP8 block-1,-9.0,-1.5,-3.1,2.7,-18.1,-6.3
SENP6 block,-8.5,16.2,-10.4,14.0,-12.7,-0.8
SENP8 block-2,16.7,7.8,27.2,-428.1,16.2,-1.4

19	O=C(CSc1ccc(F)cc1)N1CCC(c2nc3ccccc3s2)CC1
20	CCC1(CC)C(=O)NN(c2ccccc2)C1=O
21	COc1ccccc1C/C(N)=N/OC(=O)c1cccc([N+](=O)[O-])c1
22	O=C(NNC1CC(=O)N(c2ccc(Cl)cc2)C1=O)c1ccccn1 (stereo not drawn)
23	Fc1cccc(CSc2ncnc3c2ncn3C2CCCCO2)c1 (stereo not drawn)
24	CCOc1ccc(CN(C)CC(=O)NNC(=O)c2ccc(Cl)cc2)cc1OC

Screen / compound no.,19,20,21,22,23,24
SENP7 block,9.7,1.8,3.2,7.7,nt,4.9
Apaf1 inhib,28.4,-7.8,-5.6,-14.1,nt,-14.4
SENP1 inh,1.7,5.0,-0.2,2.7,-5.3,4.2
HKDC1 inh,-1.6,-13.4,3.1,-10.3,5.6,-10.1
PfG6PD inh,11.6,-24.9,-21.0,-10.4,-14.5,-5.3
SENP8 block-1,0.6,-3.3,4.6,-3.7,nt,1.1
SENP6 block,3.0,-5.8,-3.3,-2.8,nt,3.0
SENP8 block-2,9.2,-19.4,26.6,27.6,11.4,11.0

25	O=C(CN1C(=O)NC2(CCCCC2)C1=O)N1CCN(S(=O)(=O)c2ccccc2)CC1
26	COc1ccc(S(=O)(=O)N2CCN(C(=O)COc3ccc(C)c(C)c3)CC2)cc1OC
27	CCOC(=O)c1cnc2c(C)c(C)ccc2c1Nc1ccc(S(=O)(=O)Nc2ncccn2)cc1
28	CCOc1ccc(S(=O)(=O)N2CCC(C(=O)N3CCc4ccccc4C3)CC2)cc1
29	COc1ccccc1NC(=O)NCC(c1ccco1)N1CCCCC1 (stereo not drawn)
30	COC(=O)c1sccc1NC(=O)c1cc(-c2ccc(C)cc2C)nc2ccccc12

Screen / compound no.,25,26,27,28,29,30
SENP7 block,-5.2,8.4,8.5,-7.0,6.0,9.1
Apaf1 inhib,6.6,1.4,23.6,23.5,-1.9,17.1
SENP1 inh,-0.6,2.0,-13.4,2.3,1.6,1.6
HKDC1 inh,-5.4,-1.7,4.1,2.9,-4.1,8.7
PfG6PD inh,3.1,5.3,-30.1,3.3,4.2,-9.3
SENP8 block-1,-7.6,-8.3,5.4,-5.0,5.1,-8.7
SENP6 block,-6.1,-2.6,1.2,-3.5,-2.5,-21.8
SENP8 block-2,12.4,10.6,-95.4,7.7,7.9,-8.5

31	C=CCn1c(SCC#N)nc2c(c1=O)C(C)(C)Cc1ccccc1-2
32	COC(=O)Cc1ccc2oc(-c3cccnc3)nc2c1
33	Clc1ccc(-c2nnc3n2CCCS3)cc1
34	COc1ccc(C(=O)Nc2ccncc2)c(OC)c1
35	Cc1cccc(C)c1NC(=O)NN(C(=O)c1ccccc1)C(C)(C)C
36	CCCn1nnc(NC(=O)c2cc3ccccc3o2)n1

Screen / compound no.,31,32,33,34,35,36
SENP7 block,4.6,-11.4,7.9,-6.4,0.9,14.2
Apaf1 inhib,13.9,3.5,-0.4,3.5,-3.1,-0.4
SENP1 inh,-0.2,3.3,-0.2,0.3,3.5,0.1
HKDC1 inh,2.4,-8.5,-3.8,-4.4,-26.0,-9.4
PfG6PD inh,-13.5,17.5,-5.7,-3.3,-5.3,3.4
SENP8 block-1,5.4,-2.1,-11.7,-8.2,-11.5,-6.3
SENP6 block,8.3,-25.2,7.1,2.7,-10.3,-28.7
SENP8 block-2,-11.5,-23.1,1.3,22.8,6.4,3.9

37	CCC1CCCN1Cn1cnc2c([nH]c3ccc(OC)cc32)c1=O (stereo not drawn)
38	O=C(Nc1ccc(Cl)cc1)/C(=C1\CCCN1)[N+](=O)[O-]
39	CCOCCOC(=O)C1=C(C)N(C)C(=O)NC1c1ccccc1Cl (stereo not drawn)
40	CCC(C)N(C(=O)Cn1nnc2ccccc21)C(C(=O)NCc1ccco1)c1cccc(OC)c1 (stereo not drawn)
41	Cc1cc([N+](=O)[O-])ccc1NC(=O)C(C)NC1CCCCC1 (stereo not drawn)
42	C=CCNc1nc2c(c(=O)[nH]c(=O)n2C)n1CCCCC

Screen / compound no.,37,38,39,40,41,42
SENP7 block,-0.9,16.3,-3.8,6.9,-3.9,-4.5
Apaf1 inhib,9.5,-4.4,-1.9,-1.5,5.3,5.3
SENP1 inh,0.5,4.2,0.3,2.4,1.9,1.0
HKDC1 inh,7.5,3.0,-7.3,-5.0,0.5,-7.7
PfG6PD inh,-2.0,-19.9,-17.9,0.8,11.1,-13.0
SENP8 block-1,1.9,7.2,-2.0,-2.3,9.3,-6.5
SENP6 block,-5.8,29.7,-0.7,-3.3,13.2,-6.6
SENP8 block-2,-470.6,21.4,18.2,11.0,32.0,18.3

43	Cc1c2cnn(CC(=O)Nc3cccc(C(F)(F)F)c3)c(=O)c2c(C)n1Cc1ccccc1F
44	COc1ccccc1CCC(=O)Oc1ccc(C#N)cc1OC
45	COC(=O)CN(C#N)c1nc(NCc2ccccc2)nc(OC)n1
46	CN(CCc1ccccc1)C(=O)c1cccc(NC(=O)Cc2cccc(NC(=O)C3CCN(C(=O)C4CCC4)CC3)c2)c1
47	Cc1sc2ncnc(N3CCC(C(=O)Nc4ccc(F)cc4Cl)CC3)c2c1C
48	NC(=O)CC(NC(=O)c1ccccc1)c1ccc(N2CCC(N3CCCC3)CC2)c([N+](=O)[O-])c1 (stereo not drawn)

Screen / compound no.,43,44,45,46,47,48
SENP7 block,-3.6,-9.5,-4.6,nt,-2.5,-10.1
Apaf1 inhib,4.1,16.7,10.3,nt,20.9,7.5
SENP1 inh,-7.5,4.1,2.1,1.7,-4.1,1.4
HKDC1 inh,8.9,4.5,5.9,10.7,2.7,-2.0
PfG6PD inh,-3.2,9.3,5.8,-27.4,8.9,13.0
SENP8 block-1,-1.7,-8.5,-11.3,nt,5.2,-3.1
SENP6 block,-4.0,-25.5,-0.2,nt,1.0,-4.0
SENP8 block-2,-5.1,-1.6,9.1,14.3,-16.0,22.1

Brought forward from above: 2 compounds, followed by the next part.
47	Cc1sc2ncnc(N3CCC(C(=O)Nc4ccc(F)cc4Cl)CC3)c2c1C
48	NC(=O)CC(NC(=O)c1ccccc1)c1ccc(N2CCC(N3CCCC3)CC2)c([N+](=O)[O-])c1 (stereo not drawn)
49	N/C(=N\OC(=O)COc1ccc2ccccc2c1)c1ccncc1
50	O=C(NCc1cccs1)c1cccnc1SCCS(=O)(=O)c1ccc(C(F)(F)F)cn1
51	COc1ccc(C(=O)OCC(=O)Nc2ccc(OC(F)F)cc2)c(OC)c1
52	CCOC(=O)N1CCN(C(=O)Cn2ncc3c2-c2ccccc2OC3)CC1
53	CCc1nnc(NC(=O)CCC(=O)N2CCN(C3CCCCC3)CC2)s1
54	COC(=O)CCC/C=C1/SCC(NC(=O)c2ccccc2)C1NC(C)=O (stereo not drawn)
55	CCOC(=O)CSc1nc(C(C)C)nc2ccccc12
56	COc1ccc2c(c1)c(C(C)=O)c(C)n2CCc1ccccc1

Screen / compound no.,47,48,49,50,51,52,53,54,55,56
SENP7 block,-2.5,-10.1,-4.4,-2.9,-2.0,15.2,-4.9,5.9,-5.2,5.2
Apaf1 inhib,20.9,7.5,9.8,-3.4,-6.2,1.9,-10.5,-2.1,9.3,9.1
SENP1 inh,-4.1,1.4,0.2,2.0,9.7,2.6,-1.8,1.0,-2.5,1.1
HKDC1 inh,2.7,-2.0,-6.3,6.7,-4.5,-2.6,-11.3,-12.4,0.8,8.3
PfG6PD inh,8.9,13.0,9.7,10.6,-9.5,-10.3,-11.3,6.4,-2.5,-21.8
SENP8 block-1,5.2,-3.1,-13.2,-4.7,4.6,-8.5,0.2,-0.2,-1.0,6.2
SENP6 block,1.0,-4.0,-25.2,-17.4,5.7,-20.3,-4.7,-11.8,7.1,13.2
SENP8 block-2,-16.0,22.1,-4.4,16.3,8.8,13.3,5.4,-3.7,15.6,10.4
